Screening data deposited in PubChem BioAssay by The Scripps Research Institute Molecular Screening Center.
OX1R antag-1 – OX1R (human) antagonism; OX1R-expressing cells, FRET antagonist read-out; inhibition, % at 6.6 µM; 330,000 compounds, 1.8% hits; AID 485270; in the data active = inhibition mostly above about 38%, no sharp cut-off; inactive = mostly below about 40%;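 also: 0% = agonist challenge alone and 100% = reference antagonist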
Target sequence (O43613 whole entry, looked up): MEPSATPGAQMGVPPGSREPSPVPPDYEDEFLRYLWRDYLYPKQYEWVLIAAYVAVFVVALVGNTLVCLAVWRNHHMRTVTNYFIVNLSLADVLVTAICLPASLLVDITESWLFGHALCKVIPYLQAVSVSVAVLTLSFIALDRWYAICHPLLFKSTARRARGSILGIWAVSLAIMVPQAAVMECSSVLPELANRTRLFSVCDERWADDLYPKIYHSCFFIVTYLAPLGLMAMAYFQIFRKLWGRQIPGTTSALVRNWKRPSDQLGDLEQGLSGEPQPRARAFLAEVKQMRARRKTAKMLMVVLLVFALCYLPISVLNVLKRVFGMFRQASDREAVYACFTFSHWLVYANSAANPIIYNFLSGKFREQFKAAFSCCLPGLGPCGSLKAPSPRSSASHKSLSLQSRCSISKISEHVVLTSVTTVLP
OX1R antag-2 – blocks the human orexin 1 receptor; AID 434989; CHO/OX1R cells, Fluo-8 calcium fluorescence, orexin A; 330,000 compounds, 0.43% hits; inhibition, % at 5 µM;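 active = inhibition above its plate's threshold, mean inhibition of all tested compounds on the plate plus 3 SD, cut at about 37% in these data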;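 also: 0% = orexin A challenge wells and 100% = SB-334867-A antagonist wells; not every result past the cut was called active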
The depositor's hits bear a star.

SMILES	OX1R antag-1	OX1R antag-2
C#CCNC(=O)C1=C[C@@H](c2csc3ccccc23)C[C@@H](OCc2ccc(CO)cc2)O1	16	-6
Cc1ccnc2nc(C(=O)OCCOc3cccc(Br)c3)nn12	13	-8
CCCCn1c(SCC(=O)N2CCOCC2)nc2ccccc2c1=O	26	-18
O=C(c1noc2c1CCCCC2)N1CCOCC1	-2	-3
COC(=O)c1ccc(OC)c(OC)c1Cl	3	1
Nc1nc(SCC(=O)c2cccc([N+](=O)[O-])c2)n[nH]1	18	0
COc1ccc(CN(C(=O)COc2ccccc2)c2ccccc2C(=O)O)cc1	9	-4
COc1cnc(N(C)C)nc1Sc1cccc(Cl)c1	24	-40
C/C(=N\NC(=O)c1cccnc1)c1ccc(OC2OCCOC2Oc2ccc(/C(C)=N/NC(=O)c3cccnc3)cc2)cc1 (centres undefined)	19	-24
O=C(CCNC(=O)OCc1ccccc1)NC1CCCCCC1	3	0
NNc1nnnc2c1sc1nc(N3CCOCC3)c3c(c12)CCCC3	1	-11
COc1ccc(-n2cnnc2SCC(=O)Nc2ccc(N3CCOCC3)cc2)cc1	21	-12
Cc1ccc(-c2csc(NC(=O)CCCc3cccs3)n2)cc1	9	1
CCOC(=O)COc1nc(-c2ccc(C)cc2)cc(-c2ccco2)c1C#N	3	-19
Cc1ccc(C)c(N2CCN(S(=O)(=O)c3ccc4c(c3)OCCO4)CC2)c1	1	-13
COc1ccc(CCNC(=O)c2cc3cccc(OC)c3oc2=O)cc1OC	6	-29
CN1CCC(=O)N([C@H](CO)Cc2ccccc2)CC1	7	-8
O=C(c1ccco1)c1n[nH]nc1-c1ccccc1	28	-20
CN1CCN(C(=O)C2(NC(=O)Nc3ccccc3Cl)CCCCC2)CC1	-1	-22
CCN(CC)S(=O)(=O)c1cc(NC(=O)Cn2cnc3ccccc3c2=O)ccc1C	0	-19
S=C(NC1CCCCC1)N(CCc1ccccc1)CCc1ccccc1	24	-23
Cc1cc(C)n2nc(CNS(=O)(=O)c3ccc(F)c(C)c3)nc2n1	3	-8
CC(=O)Oc1ccc(C(=O)[C@H]2[C@H]3C(=O)N(c4cccc5ccccc45)C(=O)[C@H]3[C@@H]3C=CC=NN32)cc1	8	3
C=C(C)CSc1nnc(-c2ccc(OC)cc2)n1N	5	0
O=C(CCS(=O)(=O)Cc1ccccc1)Nc1ncc([N+](=O)[O-])s1	49*	-15
CCN(CC)CCNc1nc(SC)nc2sc3c(c12)CCN(C)C3	15	-9
O=C(COCc1nc2ccccc2c(=O)[nH]1)NCC1CCCCC1	-2	16
CCNC(=O)c1ccc(NS(=O)(=O)c2ccccc2)cc1	22	-3
Cc1ccc(NS(=O)(=O)c2cccc(C(=O)NCCc3c[nH]c4ccccc34)c2)c(C)c1	14	-13
CCOC(=O)N1CCN(C(=O)c2ccccc2CCc2ccccc2)CC1	4	-25
O=C(COC(=O)c1ccco1)NC(c1ccccc1)c1ccccc1	6	-1
Cc1ccc(-n2c(SCC(N)=O)nnc2-c2ccccn2)cc1	18	-3
CCOC(=O)[C@H]1[C@H]2COc3ccc(Br)cc3[C@@H]2N2C(=O)[C@H](C)NC(=O)[C@@]12C	12	-8
CN(C)c1ccc(C(c2ccc(N(C)C)cc2)c2ccc([N+](=O)[O-])cc2)cc1	7	-16
CN(C(=O)CCN1C(=O)C(C)(C)Nc2ccccc21)c1ccccc1	17	-9
CCOc1cc(C(=O)Nc2ccc(S(=O)(=O)Nc3cc(C)on3)cc2)cc(OCC)c1OCC	5	-21
Cc1noc(C)c1CSCC(=O)Nc1ccc(Br)cc1Cl	36	-26
CC1(C)Cc2cccc(OCC(=O)Nc3cc(S(C)(=O)=O)ccc3Cl)c2O1	0	-13
O=C(CCc1ccccc1)NC1C2CC3CC(C2)CC1C3 (centres undefined)	12	-18
CCCCOc1ccc(-c2n[nH]c(=S)n2Cc2ccccc2)cc1	-4	-26
Cc1onc(-c2c(F)cccc2Cl)c1C(=O)OCC(=O)NCc1ccco1	2	-1
O=C(Nc1ccc(F)cc1F)c1cccc(C(=O)Nc2ccc(F)cc2F)n1	29	-8
O=C(NCc1ccccc1F)C(=O)NCC1CCCN1S(=O)(=O)c1ccccc1 (centres undefined)	8	-24
COCCCNC(=O)Nc1ccc2c(c1)N(C)C(=O)CS2	12	-21
O=C(CCN1CCCCCC1)Nc1ccc(F)cc1	14	-31
O=C1NC(Nc2nc3ccccc3s2)(C(F)(F)F)C(=O)N1C1CCCCC1 (centres undefined)	9	-25
CCn1nccc1C(=O)Nc1ccc(S(=O)(=O)NC23CC4CC(CC(C4)C2)C3)cc1	14	-3
O=C(CSc1nnc(SCc2cccc3ccccc23)s1)N/N=C/C=C/c1ccccc1[N+](=O)[O-]	7	-27
Cc1ccc2c(c1)NC(=O)C(CC(=O)O)O2 (centres undefined)	15	-10
O=C(COc1ccccc1)NC(Cc1c[nH]c2ccccc12)C(=O)O (centres undefined)	14	0
O=C(Nc1ccccc1)N1CCSCC1	9	-13
CCOc1ccc(-c2cc(C(=O)NN3CCN(C)CC3)c3cc(Cl)ccc3n2)cc1	10	-19
CCS(=O)(=O)N1CCN(c2ccnc3cc(Cl)ccc23)CC1	5	-18
COc1cc(OC)nc(N/N=C(\c2ccccc2)c2ccncc2)n1	16	-29
CCOc1ccccc1N1CCN(S(=O)(=O)c2ccc(F)c(F)c2)CC1	12	-32
O=C(CSc1ncccn1)Nc1ccc2c(c1)CCC2	9	-15
COc1cccc(COc2ncnc3sccc23)c1	6	-15
COc1ccccc1NC(=O)NN1CCCCC1	1	-19
Cc1cc(Cl)ccc1NC(=O)CN1C(=O)NC2(CCCc3ccccc32)C1=O (centres undefined)	15	12
COCC(C)NC(=O)CCc1nnc(C2(c3ccc(Cl)cc3)CCC2)o1 (centres undefined)	3	-21

The list goes on.
SMILES	OX1R antag-1	OX1R antag-2
O=C(N/N=C\c1ccoc1)c1ccco1	2	-1
NC1=NC2CS(=O)(=O)CC2S1 (centres undefined)	11	13
COC(=O)c1c(NC(=O)c2c(Cl)cnn2C)sc(C)c1C	19	-32
COc1cccc(C(C(=O)NC2CCCC2)N(C(=O)c2ccco2)c2ccc(C(C)=O)cc2)c1OC (centres undefined)	24	-30
Cc1nc2sc(C(=O)c3ccccc3)c(N)c2c(C)c1C	57	-14
Cc1ccccc1C(=O)NC1CC2CCCC(C1)N2Cc1ccc(Cl)cc1 (centres undefined)	4	-27
O=C(CCN1C(=O)/C(=C\c2ccccc2)SC1=S)NNC(=O)c1ccncc1	16	6
CC1CCCN(CCCNC(=O)CN2C(=O)CSc3ccc(S(=O)(=O)N4CCOCC4)cc32)C1 (centres undefined)	2	5
CC(C)Cc1nnc(NC(=O)CCC(=O)N2CCCCC2)s1	1	-12
Cn1c(Cc2ccccc2)nnc1SCC(=O)NC1CC1	-5	-13
CC(C)CN(C(=O)/C=C/c1nc2ccccc2s1)C1CCS(=O)(=O)C1 (centres undefined)	12	-16
CC(=O)c1ccc(S(=O)(=O)N2CCC(c3nnc(SCCN4CCCC4)n3C)CC2)cc1	22	1
COc1ccc(C2CC(c3ccccc3)=NN2c2ccccc2)c(C(=O)O)c1OC (centres undefined)	10	0
CC(=O)Nc1cccc(NC(=O)c2csc(C)c2)c1	9	-5
CCN(CC)CCCN(C(=O)c1cccc(C)c1)c1nc(-c2ccc(OC)cc2)cs1	13	-36
Cc1ccc(S(=O)(=O)N2CCN(CCNC(=O)C(=O)Nc3ccc(F)cc3)CC2)cc1	5	-21
CCCNC(=O)c1oc2ccc3c(c2c1C)C=CC(C)(C)O3	19	-31
NC(=O)CC(NC(=O)c1cccc(Br)c1)c1ccc(NCC2CC2)c([N+](=O)[O-])c1 (centres undefined)	0	-23
O=C(O)CC(NNC(=O)c1ccccc1)C(=O)Nc1ccc([N+](=O)[O-])cc1 (centres undefined)	21	4
O=C(Nc1nc2ccccc2s1)c1cc(-c2ccco2)nc2ccccc12	23	-23
CC1(C)C(=O)Nc2ccccc2N1C(=O)COC(=O)c1cccs1	11	-22
CSCCC(NC(=O)COc1ccccc1)C(=O)O (centres undefined)	21	-4
CCC(Oc1ccccc1)C(=O)NCc1cccnc1 (centres undefined)	2	-18
CCOc1ccc(CCNC(=O)CSC(=S)N2CCCC2)cc1OCC	6	-31
COc1ccc(/C=N/NC(=O)c2cccc([N+](=O)[O-])c2)cc1OS(=O)(=O)c1ccc(C)cc1	33	-3
COc1ccc2c(c1OC)C(=O)N(c1ccc(C)c(C)c1)C2=O	15	-24
CCOC(=O)C(C)CC(C)C(=O)N1CCOCCN(C(=O)C(C)CC(C)C(=O)OCC)CCOCC1 (centres undefined)	21	-42
NS(=O)(=O)c1cc(Cl)c(Cl)c(S(N)(=O)=O)c1	14	1
COc1cc(OC)cc(C(=O)N=c2sc3ccccc3n2C)c1	60	-15
Oc1[nH]c2ccccc2c1N=Nc1ncnc2c1oc1ccccc12	10	-1
O=C(CS(=O)(=O)c1ccccc1)Nc1nc(-c2ccc(F)cc2)cs1	7	-23
COc1ccc(N2CCN(Cc3ccc(Br)s3)CC2)cc1	13	-8
COc1ccc(N2CCN(c3ccc(C(N)=O)cc3[N+](=O)[O-])CC2)cc1	45	-12
CCOc1ccc(S(=O)(=O)Nc2ccccc2C(=O)N(C)C2CCN(C)CC2)cc1	4	-22
Cc1ccc2cc(COC(=O)C3CCCO3)c(=O)[nH]c2c1 (centres undefined)	12	-11
Cc1cccc(N(Cc2cc3ccccc3[nH]c2=O)S(=O)(=O)c2ccccc2)c1	2	-30
Cc1ccc(C(=O)Nn2cnc3scc(-c4cccs4)c3c2=O)c(O)c1	23	5
O=C(NCc1cccc(Br)c1)C1CC(c2ccccc2C(F)(F)F)=NO1 (centres undefined)	22	-35

Part of the list above, with two lines to a compound.
Values run as follows: OX1R antag-1	OX1R antag-2
CC(C)Cc1nnc(NC(=O)CCC(=O)N2CCCCC2)s1
  1	-12
Cn1c(Cc2ccccc2)nnc1SCC(=O)NC1CC1
  -5	-13
CC(C)CN(C(=O)/C=C/c1nc2ccccc2s1)C1CCS(=O)(=O)C1 (centres undefined)
  12	-16
CC(=O)c1ccc(S(=O)(=O)N2CCC(c3nnc(SCCN4CCCC4)n3C)CC2)cc1
  22	1
COc1ccc(C2CC(c3ccccc3)=NN2c2ccccc2)c(C(=O)O)c1OC (centres undefined)
  10	0
CC(=O)Nc1cccc(NC(=O)c2csc(C)c2)c1
  9	-5
CCN(CC)CCCN(C(=O)c1cccc(C)c1)c1nc(-c2ccc(OC)cc2)cs1
  13	-36
Cc1ccc(S(=O)(=O)N2CCN(CCNC(=O)C(=O)Nc3ccc(F)cc3)CC2)cc1
  5	-21
CCCNC(=O)c1oc2ccc3c(c2c1C)C=CC(C)(C)O3
  19	-31
NC(=O)CC(NC(=O)c1cccc(Br)c1)c1ccc(NCC2CC2)c([N+](=O)[O-])c1 (centres undefined)
  0	-23
O=C(O)CC(NNC(=O)c1ccccc1)C(=O)Nc1ccc([N+](=O)[O-])cc1 (centres undefined)
  21	4
O=C(Nc1nc2ccccc2s1)c1cc(-c2ccco2)nc2ccccc12
  23	-23
CC1(C)C(=O)Nc2ccccc2N1C(=O)COC(=O)c1cccs1
  11	-22
CSCCC(NC(=O)COc1ccccc1)C(=O)O (centres undefined)
  21	-4
CCC(Oc1ccccc1)C(=O)NCc1cccnc1 (centres undefined)
  2	-18
CCOc1ccc(CCNC(=O)CSC(=S)N2CCCC2)cc1OCC
  6	-31
COc1ccc(/C=N/NC(=O)c2cccc([N+](=O)[O-])c2)cc1OS(=O)(=O)c1ccc(C)cc1
  33	-3
COc1ccc2c(c1OC)C(=O)N(c1ccc(C)c(C)c1)C2=O
  15	-24
CCOC(=O)C(C)CC(C)C(=O)N1CCOCCN(C(=O)C(C)CC(C)C(=O)OCC)CCOCC1 (centres undefined)
  21	-42
NS(=O)(=O)c1cc(Cl)c(Cl)c(S(N)(=O)=O)c1
  14	1
COc1cc(OC)cc(C(=O)N=c2sc3ccccc3n2C)c1
  60	-15
Oc1[nH]c2ccccc2c1N=Nc1ncnc2c1oc1ccccc12
  10	-1
O=C(CS(=O)(=O)c1ccccc1)Nc1nc(-c2ccc(F)cc2)cs1
  7	-23
COc1ccc(N2CCN(Cc3ccc(Br)s3)CC2)cc1
  13	-8
COc1ccc(N2CCN(c3ccc(C(N)=O)cc3[N+](=O)[O-])CC2)cc1
  45	-12
CCOc1ccc(S(=O)(=O)Nc2ccccc2C(=O)N(C)C2CCN(C)CC2)cc1
  4	-22
Cc1ccc2cc(COC(=O)C3CCCO3)c(=O)[nH]c2c1 (centres undefined)
  12	-11
